RAD54 inh: blocks human RAD54 Holliday junction branch migration. Q92698. FAM/BHQ fluorescence. inhibition, % at 10.4 µM. 360,000 compounds, 0.14% hits. AID 602329;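 active = mean normalized replicate activity at least 40 and at least half of replicates scoring 40 or more; inconclusive = only one of the two criteria met; inactive = mean below 40 and under half of replicates reaching 40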;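 note: 0% = median of neutral control wells and 100% = median of positive control wells; inhibitors cause a drop in the FAM fluorescence signal; in these data hits start at about 50%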
Target sequence (Q92698 whole entry, looked up): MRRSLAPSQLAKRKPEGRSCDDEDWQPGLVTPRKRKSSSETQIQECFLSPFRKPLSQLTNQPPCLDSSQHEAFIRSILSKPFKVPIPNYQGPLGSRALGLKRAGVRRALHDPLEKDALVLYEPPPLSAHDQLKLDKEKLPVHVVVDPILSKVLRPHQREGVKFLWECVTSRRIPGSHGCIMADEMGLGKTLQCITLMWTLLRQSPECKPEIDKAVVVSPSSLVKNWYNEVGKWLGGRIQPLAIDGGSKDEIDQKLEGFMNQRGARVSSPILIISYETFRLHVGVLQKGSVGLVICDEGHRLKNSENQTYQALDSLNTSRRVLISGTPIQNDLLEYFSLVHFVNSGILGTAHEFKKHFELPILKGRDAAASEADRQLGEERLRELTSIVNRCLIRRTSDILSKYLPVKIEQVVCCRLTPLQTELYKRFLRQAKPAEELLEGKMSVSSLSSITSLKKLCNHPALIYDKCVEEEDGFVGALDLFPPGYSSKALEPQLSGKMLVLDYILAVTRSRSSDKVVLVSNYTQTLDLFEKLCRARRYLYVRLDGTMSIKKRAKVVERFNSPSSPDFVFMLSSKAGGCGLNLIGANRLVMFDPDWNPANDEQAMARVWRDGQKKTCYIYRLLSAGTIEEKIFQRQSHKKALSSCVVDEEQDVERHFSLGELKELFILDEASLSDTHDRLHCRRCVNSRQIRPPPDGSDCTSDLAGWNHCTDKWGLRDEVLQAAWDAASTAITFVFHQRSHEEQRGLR
Casp6 inh: caspase-6 (human) enzyme inhibition | 350,000 compounds, 0.53% hits | P55212 | purified caspase-6, Z-VEID-R110 cleavage fluorescence | inhibition, % at 12.5 µM;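 active = mean inhibition across replicates at least about 35%, with every replicate also reaching that limit, limit read from the data; inconclusive = only one of the two criteria met; inactive = neither criterion met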;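 note: 0% = median of neutral control wells and 100% = no fluorescence left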
Target sequence (P55212 24-179 limits assumed): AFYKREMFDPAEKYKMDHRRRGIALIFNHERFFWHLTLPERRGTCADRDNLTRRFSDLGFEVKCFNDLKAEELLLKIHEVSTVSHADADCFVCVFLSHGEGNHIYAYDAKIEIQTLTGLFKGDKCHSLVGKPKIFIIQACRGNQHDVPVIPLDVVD
Target sequence (P55212 194-293 limits assumed): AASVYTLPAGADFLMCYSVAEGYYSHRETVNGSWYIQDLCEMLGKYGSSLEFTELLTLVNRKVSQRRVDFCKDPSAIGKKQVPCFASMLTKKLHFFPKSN
INS-1E GSIS act: GLuc luminescence reporter in INS-1E cells, primary screen for activators of glucose-dependent secretion of insulin; INS-1E GLuc reporter insulin secretion, 2-3 h; activation, % at 16.6 µM; 370,000 compounds, 0.61% hits;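 active = lowest replicate activation of at least 40%, so every replicate reaches that level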;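 note: 0% = median of neutral control wells and 100% = median of IBMX positive control wells; some compounds called inactive have numbers as strong as hits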
E-selectin induc: induces E-selectin expression in human endothelial cells. AID 686992. activation, % at 7.58 µM. 260,000 compounds, 0.37% hits. HUVEC E-selectin immunofluorescence imaging; normalized: neutral wells 0, TNF-alpha wells 100. P16581;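 active = mean E-selectin-positive cell signal at least 10% of the positive control, reached in at least 60% of replicates, without over 20% cell loss; inconclusive = no rule given, readout overlaps actives, possibly toxicity-flagged; inactive = the rest, including those meeting only one limit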;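 note: in these data hits start at about 27%; measured in HUVEC primary endothelial cells; signal is the percent of cells scored E-selectin positive by PE staining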
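System: HUVEC, human umbilical vein endothelial cells; quantity: 3,000 cells/well; buffer or medium: EGM-2 medium, gelatin-coated wells; dosing: single-point compound dose; detection: immunofluorescence imaging; evaluation: % PE-positive cells; benchmarks: TNF-alpha, DMSO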
RAD52 anneal inh: RAD52 (human) annealing inhibition; P43351; recombinant RAD52 DNA annealing, FRET fluorescence; inhibition, % at 18.7 µM; 360,000 compounds, 0.46% hits; AID 651710;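 active = every replicate showing at least 50% inhibition; inconclusive = mean inhibition at least 50% but not in every replicate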
DENV2 CPE rescue: protects cells from dengue virus 2 cytopathic effect. DENV2-infected cells, cytopathic effect rescue, plate reader. CPE inhibition, % at 9.99 µM. 350,000 compounds, 1.7% hits. AID 651640; in the data active = CPE inhibition above about 20%, passing the limit was not always enough; inconclusive = no clear call, values can overlap the other calls; tested in BHK-21 cells;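 note: 0% = median of neutral control wells and 100% = median of positive control wells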
XiGFP reactiv: activators of X-chromosome reactivation in mouse fibroblasts | 360,000 compounds, 0.055% hits | activation, % at 7.58 µM | XiGFP mouse fibroblasts, % GFP-positive cells imaging, 3 d; cells co-treated with 5-aza-dC sensitizer; scaled so ellipticine positive control = 100%;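 active = mean normalized replicate activation at least 10% and every replicate at or above 10%; inconclusive = only one of the two criteria met; inactive = mean below 10% and not all replicates reach 10%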;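 note: 0% = median of on-plate neutral control wells and 100% = ellipticine 6 µM median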
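Assay system: SV40-immortalized XiGFP fibroblast cells, line 68-5-11; buffer or medium: DMEM plus 5-aza-dC sensitizer; compound: one concentration, pinned; timing: compounds 3 days, fix/stain 15 min at room temperature; benchmarks: positive control ellipticine, 6 µM final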
CFTR F508del cor: CFTR F508del correction in bronchial cells; CFBE cells, YFP halide quenching; stimulated with forskolin plus potentiator P3; % fluorescence drop versus neutral controls; activity (quench increase), % at 7.58 µM; 350,000 compounds, 0.36% hits; AID 720511;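 active = mean added fluorescence quench of at least 8% versus neutral control, with both replicates also reaching 8%; inconclusive = only one of the mean or replicate conditions met; inactive = mean below 8% and not both replicates reaching 8%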;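 note: cells transiently co-express mutant CFTR-F508del with the halide-sensitive YFP; corrector assay measuring rescue of mutant channel to the surface after 24 h compound exposure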
* marks the source's active call; other numbers are inactive results; ? = inconclusive; nt = no result given.

SMILES	RAD54 inh	Casp6 inh	INS-1E GSIS act	E-selectin induc	RAD52 anneal inh	DENV2 CPE rescue	XiGFP reactiv	CFTR F508del cor
CCCC#Cc1cnc2c(c1)C(=O)N([C@@H](C)CO)C[C@H](C)[C@@H](CN(C)C(=O)c1ccc3c(c1)OCO3)O2	3	0	-12	0.7	-11	nt	-0.8	-0.6
CC(=O)c1ccc([N+](=O)[O-])cc1	-8	-1	18	nt	-4	-16	nt	0.6
COCCNC(=O)C1CCC(CNS(=O)(=O)c2ccc3c(c2)CC(C)N3C(=O)C2CC2)CC1 (centres undefined)	-1	-1	nt	nt	-8	8	0.0	0.1
CCNC(=O)[C@H]1[C@H](CO)[C@H]2Cn3c(ccc(-c4cccnc4)c3=O)[C@@H]1N2Cc1ccccc1	4	5	18	-0.3	-2	9	0.4	-2.2
O=C(CSc1nccc(-c2cccs2)n1)Nc1cccc(Cl)c1	5	2	-13	-0.1	-22	7	0.2	1.1
Cc1ccc(NC(=O)CCNC(=O)c2ccc([N+](=O)[O-])cc2)cc1C	6	-3	-8	-0.2	-5	10	-0.1	3.5
O=C(Nc1ccc(C(=O)N2CCOCC2)cc1)c1cc(-c2cccnc2)nc2ccc(Br)cc12	nt	1	-18	nt	-20	0	0.1	0.0
C=C(C)Cc1c(C)c(C#N)c2nc3ccccc3n2c1NCCCN(C)C	12	-1	-9	1.4	-19	4	0.0	-1.9
Cc1ccccc1NC(=O)CSc1nccn1Cc1ccco1	-2	0	3	-0.1	-28	-3	-0.2	-0.6
COc1ccc(NC(=O)Nc2ccc3c(c2)C(=O)N([C@H](C)CO)C[C@H](C)[C@@H](CN(C)S(=O)(=O)c2ccc(OC)cc2)OCCCC[C@H](C)O3)cc1	5	nt	2	1.5	nt	3	0.1	-2.7
CCN(CC)CCNCc1ccc(-c2ccc(Cl)cc2)o1	3	-30	7	nt	28	nt	nt	-0.5
O=C(N[C@@H]1C/C=C\C[C@H](CC(=O)N(CCO)Cc2ccccc2)C(=O)NC[C@@H](c2ccccc2)OC1=O)OCC1c2ccccc2-c2ccccc21	-2	-3	nt	0.1	-6	11	-0.3	0.7
CCOc1cc(/C=C2/C(=O)ON=C2C)ccc1OCc1ccccc1	nt	2	0	nt	-18	-6	0.0	-3.4
O=C(NCCc1ccc(F)cc1)c1ccc([N+](=O)[O-])cc1	10	0	1	-1.6	-4	5	0.0	-1.3
C[C@@H]1CN([C@H](C)CO)C(=O)c2cc(NC(=O)C3CCCCC3)ccc2O[C@@H](C)CCCCO[C@H]1CN(C)Cc1ccc(C(=O)O)cc1	2	0	3	-0.3	6	5	0.0	-1.2
CC(=O)c1sc(-c2ccc(F)cc2F)nc1C	-2	0	nt	-0.4	-8	0	0.0	1.8
Cc1ccc2nc3n(c(=O)c2c1)-c1ccc(Cl)cc1C(=O)NC3Cc1ccccc1 (centres undefined)	nt	-3	1	-0.2	-9	nt	0.3	-0.7
Nc1cccc2[nH]c(=O)c3ccccc3c12	nt	13	nt	-0.1	-16	-6	0.3	-2.2
COc1cc(NC(=O)CSc2nc3c(C)ccc(C)c3cc2C)c(C(=O)O)cc1OC	-6	1	nt	-0.1	-22	5	0.3	nt
CN(C)CC(=O)N1[C@H](CO)[C@@H](c2ccccc2-c2ccccc2F)[C@@H]1C#N	nt	-2	5	-0.1	-10	?	0.1	-2.5
COc1ccc(CN(C)C[C@H]2OCCCC[C@H](C)Oc3ccc(NC(=O)CCC(F)(F)F)cc3C(=O)N([C@H](C)CO)C[C@@H]2C)cc1	-2	1	-2	0.0	4	29*	-0.1	1.3
C[C@@H]1CN(S(=O)(=O)C(C)(C)C)[C@H](CCO)/C1=C\c1ccccc1	-7	4	-5	-0.1	0	1	0.1	-1.8
COc1ccc(OC)c(NC(=O)CN2C(=O)NC3(CCCc4ccccc43)C2=O)c1 (centres undefined)	2	-3	-11	-0.4	-4	0	0.3	1.6
CCCC#Cc1ccc2c(c1)O[C@@H](CN(C)C(=O)Nc1ccc(OC)cc1)[C@H](C)CN([C@@H](C)CO)S2(=O)=O	2	0	-23	nt	-4	-5	-0.1	3.5
Cc1ccc(CSCC(=O)NCc2cccs2)cc1	nt	-1	20	-0.1	-7	nt	0.0	-0.5
O=C(Nc1ccccc1)Nc1ccc2c(c1)[C@@H]1C[C@H](CC(=O)N3CCOCC3)O[C@@H](CO)[C@@H]1O2	-2	nt	10	-0.1	nt	?	0.0	-0.3
C[C@H]1CN([C@@H](C)CO)C(=O)Cc2cc(NC(=O)Nc3ccc4c(c3)OCO4)ccc2O[C@H]1CN(C)Cc1ccc(C(F)(F)F)cc1	0	-4	-12	nt	8	2	-1.0	-2.8
CCC(CC)C(=O)Nc1nnc(S(=O)(=O)N2CCCCCC2)s1	-2	0	-4	0.4	-14	-3	-0.2	-0.2
COCC(=O)N(C)C[C@H]1Oc2ncc(-c3cccc(OC)c3)cc2C(=O)N([C@H](C)CO)C[C@H]1C	1	1	14	1.0	4	11	0.2	-1.4
COCCNC(=O)C[C@H]1CC[C@H]2[C@@H](COC[C@@H](O)CN2S(=O)(=O)c2ccccc2F)O1	-2	nt	-2	0.1	nt	5	0.3	-2.2
CCc1nc2ccc(C(=O)Nc3cccc(OCC(=O)N(C)C)c3)cn2c1N(C)Cc1ccc(N(C)C)cc1	7	-2	9	0.2	-48	1	-0.1	-1.6
CCOC(=O)C1(CCCc2ccccc2)CCN(CCCn2cccn2)CC1	nt	-3	-9	0.0	-9	1	0.0	nt
O=C(NCc1ccco1)Nc1cccc(-c2ccccc2)c1	7	-4	-2	-0.3	-97	-5	0.1	-3.1
Cc1cccc(CSC2=NCCN2C(=O)c2ccco2)c1	1	-2	12	nt	-13	-7	0.1	1.9
CN1CCN(NC(=O)CN2C(=O)/C(=C/c3ccccc3Cl)SC2=S)CC1	-5	-2	-7	nt	-161	3	nt	0.2
O=C1CCC/C1=C/Nc1ccc(Cl)cc1	nt	-3	2	nt	-2	3	0.2	nt
CCOc1ccc2c(c1)C(C)=CC(C)(C)N2S(=O)(=O)c1ccc(F)cc1	1	2	-8	nt	-11	0	0.4	10*
COC(=O)c1c(C)oc2ccc(N(C(C)=O)S(=O)(=O)c3ccccc3)cc12	-5	2	3	nt	-4	3	0.0	-0.7
C[C@@H]1CN([C@@H](C)CO)C(=O)c2cc(-c3ccccc3F)cnc2O[C@H]1CN(C)C(=O)C1CC1	3	-2	6	0.7	-4	-2	-1.0	0.2
O=C1CN(Cc2ccc(F)cc2)C[C@@H]2[C@H](c3ccc(Br)cc3)[C@@H](CO)N12	nt	0	-6	-0.2	5	7	0.1	0.5
CCOC(=O)CN1NC2(CCCCCC2)NC1=S	8	2	8	-0.1	-13	3	0.2	-2.8
COc1ccc(OC)c(S(=O)(=O)Nc2ccc3c(c2)C(=O)OC3)c1	11	0	22	3.6	-13	1	0.2	0.0
O=C(CSc1nncn1-c1ccccc1)Nc1ccc(F)cc1F	0	0	32	0.2	-1	6	0.2	1.6
CC(C)CNC(=S)N(CCCO)Cc1cc2cc3c(cc2[nH]c1=O)OCCO3	-5	1	3	nt	-11	-6	0.2	-3.4
CC(=O)NC(c1cccc(F)c1)c1nc(-c2cc(F)cc(Cl)c2)cs1 (centres undefined)	15	2	nt	2.8	2	?	0.1	0.1
CCOc1ccc(S(=O)(=O)N2CCC(C(=O)OC(C)C(=O)N(C)C3CCCCC3)CC2)cc1 (centres undefined)	-2	-34	9	-0.2	-2	-4	0.0	0.6
N#C/C(=C\c1ccc2c(c1)OCCO2)C(=O)NC1CCCCC1	nt	5	nt	nt	0	62*	0.3	nt
Cc1noc(C)c1NC(=O)N[C@@H]1CC[C@H](CCNC(=O)C2CCOCC2)O[C@H]1CO	-3	-1	-19	-2.4	8	0	0.0	1.0
COc1ccc(/C=C2/N=C(SC3CCOC3=O)N(c3cccc(OC)c3)C2=O)cc1 (centres undefined)	nt	-4	nt	nt	-22	3	0.1	nt
COc1ccc(-c2n[nH]nc2C2=CC(=O)CC(C)(C)C2)cc1	nt	3	2	1.4	-1	14	0.2	2.3
CCOC(=O)c1c(CC(C)C)csc1/N=C/C1C(=O)CC(C)(C)CC1=O	nt	3	-10	nt	-134	-5	0.1	-3.3
COc1ccc(NC(=O)Nc2ccc3c(c2)[C@@H]2C[C@@H](CC(=O)N(C)C)O[C@H](CO)[C@@H]2O3)cc1	-6	0	-1	0.0	-1	-5	0.1	-1.4
Cc1noc(C)c1NC(=O)Nc1ccc2c(c1)C(=O)N([C@@H](C)CO)C[C@H](C)[C@@H](CN(C)C)OCCCC[C@@H](C)O2	5	-1	14	0.1	-6	-9	0.0	-1.4
CCOc1ccc(NC(N)=O)cc1	1	nt	14	nt	-3	11	nt	4.8
COc1ccc(C(=O)NCC(=O)OCC(=O)N2N=C(c3ccc(Cl)cc3)CC2c2ccco2)cc1OC (centres undefined)	-4	0	-14	nt	-28	-2	0.0	-1.8
CCN(c1cccc(C)c1)S(=O)(=O)c1ccc(OC)c([N+](=O)[O-])c1	-1	-4	nt	1.6	-11	-2	0.0	0.8
CSc1nc(=S)n(-c2ccccc2)c(C)c1C(C)=O	-1	nt	14	-0.1	-12	-8	0.2	3.6
CO[C@H]1CN(C)C(=O)c2cc(NC(=O)C3CCC3)ccc2OC[C@@H](C)N(Cc2ccc(F)cc2)C[C@H]1C	-3	1	-4	0.0	-6	12	0.2	0.5
Cc1cccc(OCC(=O)O/N=C(\N)c2ccccn2)c1	nt	2	1	nt	-7	-5	nt	-1.2
Cc1nc(SCC(=O)O)c(C#N)c(-c2ccco2)c1C(=O)N(C)C	0	-2	21	1.7	-9	-4	0.0	-1.2
(listing goes on)
SMILES	RAD54 inh	Casp6 inh	INS-1E GSIS act	E-selectin induc	RAD52 anneal inh	DENV2 CPE rescue	XiGFP reactiv	CFTR F508del cor
COc1cccc(CNC(=O)C2CCN(S(=O)(=O)N3CCC(C)CC3)CC2)c1	-28	-2	-4	nt	-7	6	0.0	-0.1
COc1ccc(NC(=O)N(C)C[C@H]2OCCCC[C@H](C)Oc3ccc(NS(=O)(=O)c4cccs4)cc3C(=O)N([C@@H](C)CO)C[C@H]2C)cc1	-9	1	-1	-0.1	-1	0	-0.2	-0.9
O=C(CC1S/C(=N/N=C/C=C/c2ccccc2)NC1=O)Nc1ccc(Cl)c(Cl)c1 (centres undefined)	-3	-2	-5	nt	-17	-2	0.0	-2.6
O=C(N/N=C/c1coc2ccccc2c1=O)c1ccncc1	-12	-5	5	-0.4	0	0	0.0	4.7
CC1(c2ccccc2)NC(=O)N(CC(=O)NCC2CCCO2)C1=O (centres undefined)	-1	0	13	nt	-8	5	-0.1	-2.5
CC(=O)c1cccc([N+](=O)[O-])c1	-1	-2	0	nt	-12	9	nt	1.2
O=C(NCC1CCCO1)/C(=C/c1cn(-c2ccccc2)nc1-c1cccnc1)NC(=O)c1ccccc1 (centres undefined)	nt	4	4	2.6	-14	-3	0.2	-0.8
